# DAX1 inh-1 = NR0B1 (DAX1) inhibition. HEK293 Gal4-DAX1 luciferase reporter, luminescence. 340,000 compounds, 0.99% hits. AID 504766. P51843. inhibition, % at 6.75 µM;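 active = inhibition above the mean over all tested compounds plus 3 SD, cut at about 4.2% in these data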;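 note: 0% = DAX1-transfected cells with DMSO and 100% = empty-vector control cells with DMSO; inhibition shows as a rise in luminescence from relieved DAX1 repression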
# Target sequence (P51843 207-470 limits assumed): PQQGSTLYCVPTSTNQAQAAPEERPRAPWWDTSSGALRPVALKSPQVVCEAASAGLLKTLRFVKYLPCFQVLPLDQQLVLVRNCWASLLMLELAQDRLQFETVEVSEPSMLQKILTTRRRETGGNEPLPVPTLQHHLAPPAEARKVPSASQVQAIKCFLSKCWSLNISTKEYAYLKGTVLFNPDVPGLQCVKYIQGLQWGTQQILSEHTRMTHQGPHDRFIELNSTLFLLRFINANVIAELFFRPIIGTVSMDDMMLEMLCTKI
# GC-A act = GC-A (human) enzyme activation; AID 1671463; HEK293 GC-A cells, cGMP TR-FRET, EC30 ANP; 0% at EC30 ANP, 100% saturating ANP; activation, % at 10 µM; 370,000 compounds, 0.14% hits; in the data active = activation above about 40%
# PG9 binder = small molecules binding HIV-1 gp120 antibody PG9; TR-FRET gp120-PG9 antibody binding; inhibition, % at 6.7 µM; 360,000 compounds, 0.43% hits; AID 624416; in the data active = inhibition above about 8.5%
# ADAM17 inh = inhibitors of human ADAM17 | AID 720648 | inhibition, % at 6.95 µM | P78536 | 370,000 compounds, 0.83% hits | recombinant ADAM17, EDANS/DABCYL FRET peptide cleavage;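 active = inhibition above the mean of compounds lying between control limits plus 3 SD, set per campaign, cut at about 8.5% in these data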;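 note: 0% = DMSO-only wells as the low control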
# Target sequence (P78536 215-824 limits assumed): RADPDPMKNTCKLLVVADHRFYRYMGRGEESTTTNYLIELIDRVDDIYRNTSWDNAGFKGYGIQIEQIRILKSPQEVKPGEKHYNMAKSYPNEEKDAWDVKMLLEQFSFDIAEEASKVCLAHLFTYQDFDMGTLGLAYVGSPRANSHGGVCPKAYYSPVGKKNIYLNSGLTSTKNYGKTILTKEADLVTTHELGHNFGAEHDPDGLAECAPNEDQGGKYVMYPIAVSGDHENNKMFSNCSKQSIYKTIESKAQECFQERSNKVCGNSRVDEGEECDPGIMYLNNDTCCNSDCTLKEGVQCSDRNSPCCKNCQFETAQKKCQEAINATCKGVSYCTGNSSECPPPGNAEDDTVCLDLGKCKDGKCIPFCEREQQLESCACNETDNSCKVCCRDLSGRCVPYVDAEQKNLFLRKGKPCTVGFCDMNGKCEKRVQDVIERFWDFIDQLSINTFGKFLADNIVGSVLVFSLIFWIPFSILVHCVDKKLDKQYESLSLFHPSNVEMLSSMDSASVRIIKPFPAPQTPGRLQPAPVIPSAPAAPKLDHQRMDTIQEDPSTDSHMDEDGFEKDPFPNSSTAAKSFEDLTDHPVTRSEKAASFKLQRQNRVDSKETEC
# FXN GAA850 act = frataxin GAA850 promoter activation; HEK293 lucGAA850 FXN promoter luciferase reporter, 24 h; percent of 10 µM SAHA response; activation, % at 6 µM; 360,000 compounds, 0.56% hits;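 active = activation above the average of all compounds screened plus 3 SD, cutoff fixed separately per campaign, cut at about 7.5% in these data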;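 note: 0% = DMSO wells and 100% = 10 µM SAHA wells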
# SMARCA2 act = SMARCA2 function activation, primary screen; 370,000 compounds, 1% hits; activation, % at 9.1 µM; MG213 cells, MMTV-luciferase reporter, dexamethasone, overnight; in the data active = activation above about 7.8%;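 note: 0% = vehicle wells and 100% = reference activator wells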
# ssDAF12 agonist = S. stercoralis DAF-12 activation, primary screen. HEK293 ssDAF-12/GRIP1 lit1-tk-luc reporter, luminescence; % of 3 µM dafachronic acid response. activation, % at 6.8 µM. 370,000 compounds, 1% hits. AID 652126;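 active = activation above the mean over all tested compounds plus 3 SD, cut at about 0.9% in these data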;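 note: 0% = DMSO-only wells and 100% = 3 µM delta7-dafachronic acid wells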
# hcDAF12 agonist = activators of H. contortus DAF-12 nuclear receptor | HEK293 hcDAF-12 lit1-tk-luc reporter, luminescence; 0% DMSO, 100% Δ7-dafachronic acid | activation, % at 6.8 µM | 370,000 compounds, 1.4% hits;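 active = activation above the mean of all tested compounds plus 3 SD, cut at about 5.5% in these data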;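 note: 100% = response to 3 µM Δ7-dafachronic acid high control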
# hgDAF-12 ag = hgDAF-12 agonism, primary luciferase screen. HEK293 GAL4-hgDAF12 UAS-luciferase reporter, agonist luminescence; normalized to butyrate control. activation, % at 6.8 µM. 370,000 compounds, 1.8% hits;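 active = activation above a cutoff set at the mean of all screened compounds plus 3 SD, cut at about 10% in these data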;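 note: 0% = DMSO wells and 100% = sodium butyrate wells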
# DAX1 inh-2 = DAX1 (NR0B1) inhibition, primary screen. AID 652010. HEK293T StAR-luciferase reporter, SF-1/DAX-1 repression relief. 370,000 compounds, 1.1% hits. inhibition, % at 6.8 µM;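 active = inhibition above the mean over all tested compounds plus 3 SD, cut at about 3.6% in these data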;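 note: 0% = DAX-1 cells with DMSO and 100% = cells lacking DAX-1 with DMSO; higher inhibition means more luminescence from relief of DAX-1 repression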
# ADAM10 inh = ADAM10 inhibition, QFRET primary screen. recombinant ADAM10, EDANS/DABCYL FRET peptide cleavage, 3 h. O14672. inhibition, % at 7 µM. AID 720582. 370,000 compounds, 0.62% hits;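 active = inhibition above a per-campaign cutoff equal to the mean of compounds falling between control-based bounds plus 3 SD, cut at about 20% in these data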;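 note: 0% = DMSO wells while the 100% control is not disclosed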
# * marks the source's active call; other numbers are inactive results; i = inactive; · = no result given.
SMILES,DAX1 inh-1,GC-A act,PG9 binder,ADAM17 inh,FXN GAA850 act,SMARCA2 act,ssDAF12 agonist,hcDAF12 agonist,hgDAF-12 ag,DAX1 inh-2,ADAM10 inh
COc1ccc(NC(=O)N(C)C[C@H]2OCCCC[C@H](C)Oc3ccc(NC(=O)Nc4cccc5ccccc45)cc3C(=O)N([C@@H](C)CO)C[C@H]2C)cc1,·,1,0.9,-27,·,-3,-0.9,-0.1,0.9,-0.1,-104
CC1(C)O[C@H]2OC([C@H](O)CON3C(=O)c4ccccc4C3=O)[C@H](O)[C@H]2O1 (some centres undefined),·,4,1.0,-3,·,0,-1.2,-1.3,-0.4,0.5,-2
O=C(CSc1nnc(COc2ccccc2)n1Cc1ccco1)Nc1ccc2c(c1)OCO2,·,-5,·,4,·,-6,-1.1,-1.9,-1.7,-1.4,3
CCC(C(=O)Nc1ccc(C(=O)O)cc1NC(=O)C(CC)c1ccccc1)c1ccccc1 (centres undefined),2.4,0,-1.3,-4,0.7,-1,-0.1,0.2,-0.3,-0.3,6
Fc1ccc(CSc2nnc(-c3ccco3)o2)cc1,1.9,-5,0.9,-5,-0.3,-1,-1.1,-1.0,0.2,-0.3,1
O=C(CNC(=O)Cc1ccccc1)NCC(=O)OCC(=O)c1cccc2ccccc12,0.3,0,-2.5,5,1.5,-7,-1.0,-0.5,0.1,-0.4,-1
CCOc1cccc(-c2c(C(=O)N/N=C/c3c(F)cccc3Cl)nnn2-c2nonc2N)c1,0.2,0,-1.2,1,0.7,-4,-1.7,0.4,1.1,0.0,1
O=C(CSc1ccccc1)Nc1nccs1,-0.6,0,1.1,-5,3.4,0,0.2,1.2,6.2,0.0,-7
COCCNC(=O)c1ccc2c(c1)NC(=O)CS2,0.1,5,-0.3,-5,-0.1,1,-1.6,0.1,2.2,0.0,-4
COc1ccc(-c2cc(C(=O)NCCCN3CCOCC3)on2)cc1OC,0.2,-4,0.8,-4,1.9,-1,-0.5,-1.0,-1.2,0.7,-1
NS(=O)(=O)c1ccc(NC(=S)Nc2ccc(C(=O)N3CCCCC3)cc2)cc1,0.0,4,-0.6,0,0.8,-4,-1.3,0.6,-1.8,1.4,3
COc1ccc(OC)c(N2C(=O)c3cccnc3C2=O)c1,-0.1,1,-0.9,-1,0.9,2,-0.7,-0.3,0.3,-0.2,4
CC(=O)Oc1ccc(/C=C(\NC(=O)c2cccc(Br)c2)C(=O)Nc2ccc(C(=O)O)cc2)cc1,-0.2,-3,-2.0,-4,0.2,-3,-1.5,-0.5,-2.8,-0.2,-1
CN(C)/C=N/c1c(C#N)cnn1C,0.3,3,-0.9,-4,1.2,-3,-1.2,1.0,1.5,0.0,4
Cc1onc(-c2ccccc2)c1C(=O)Nc1ccccc1NC(=O)c1c(-c2ccccc2)noc1C,0.9,0,-0.3,1,0.1,-1,-1.2,3.7,0.2,-0.1,-1
Cc1oc(-c2ccccc2F)nc1CS(=O)(=O)CC(=O)NC1CCCC1,-0.7,-3,0.0,-5,0.8,-2,-0.7,-0.7,0.0,-2.3,4
CCOC(=O)c1ccc(N2CCN(C(C)=O)CC2)c(NC(=O)c2cccnc2)c1,2.1,·,-0.7,1,0.8,-1,-1.1,-0.3,1.9,-1.3,3
c1ccc(-c2nnsc2-c2ncc[nH]2)cc1,-0.5,3,0.0,-5,0.9,-2,-0.9,1.0,0.6,0.9,-4
CCOC(=O)C1=C(C)NC(=S)NC1c1ccco1 (centres undefined),1.4,3,-2.0,-2,0.8,-1,-0.8,-0.8,2.4,-0.2,-1
CCOc1ccc(CCNS(=O)(=O)c2ccc3c(c2)N(C(C)=O)CCO3)cc1OCC,0.0,0,-1.4,-7,2.0,0,-1.2,-1.4,-0.7,-0.1,0
Cc1ccc(-c2nc(CS(=O)(=O)CC(=O)NCc3cccc(F)c3)c(C)o2)cc1,-0.9,-3,0.2,-3,-1.1,-2,-0.6,-1.0,1.6,-1.1,0
COC(=O)[C@]12C[C@H](CC(=O)N3CCCCC3)C(=O)N(CCc3ccc(OC)c(OC)c3)C1=C[C@H](C1CCCC1)O[C@@H]2C,·,-3,·,3,·,4,-1.6,-2.0,0.0,0.3,6
COc1ccccc1CC(=O)N1CCC(n2nccc2NC(=O)C2CCOC2)CC1 (centres undefined),0.2,2,-0.1,-2,3.7,0,-0.8,-0.8,0.2,0.7,4
C=CCN1C(=O)[C@@H](CC(=O)N2CCOCC2)[C@]2(C(=O)OC)CCCCC=C12,·,1,·,1,·,-1,-0.7,-0.2,2.5,0.4,1
Cc1ccc(-c2nc(CN(C)Cc3cccc4cnccc34)c(C)o2)s1,-1.1,-2,-3.2,-4,2.0,-1,-2.5,-0.8,-2.0,-1.5,-12
N#Cc1c(-c2ccncc2)cc(-c2ccc(F)cc2)nc1N,-0.5,12,33*,i,6.1,3,-1.2,-0.9,-2.4,-0.6,i
O=C1c2ccccc2NC(c2cccs2)N1O (centres undefined),5.7*,2,-2.2,-5,1.6,1,-0.6,0.7,0.5,3.7*,-2
Fc1ccc(-c2nc3ccc(Cl)cn3c2Cc2ccccc2)cc1,0.4,14,0.9,-10,2.1,-2,-0.9,-0.1,6.1,1.0,-37
COc1ccc(NS(=O)(=O)c2cccc(C(=O)NCC3CCCO3)c2)cc1 (centres undefined),-1.9,-4,-1.3,-10,-1.1,-3,-0.4,-0.4,0.2,0.4,0
O=C(CSc1nnc(-c2ccncc2)o1)N1CCCCCC1,0.1,-1,0.3,-3,1.1,3,-0.8,-1.2,4.5,1.2,-1
CCOC(=O)C1c2cccc(O)c2CCN1C(C)=O (centres undefined),0.8,-2,-1.4,-3,-1.9,-1,0.0,5.0,3.5,-0.4,2
Cc1ccc(S(=O)(=O)CCC(=O)OCC(=O)NC(C)c2ccccc2)cc1 (centres undefined),0.4,-3,2.2,-4,1.3,1,-1.4,1.2,3.6,1.9,-5
COc1ccc(C2C(C(=O)c3ccc(C)o3)=C(O)C(=O)N2Cc2cccnc2)cc1OC (centres undefined),0.3,-1,7.8,2,-0.1,-2,-1.2,-1.2,-0.6,0.4,-4
N/C(=N\OC(=O)Cc1cccs1)c1ccc(Br)cc1,-0.4,5,-1.4,-2,2.2,3,-1.3,-0.2,5.5,-0.2,2
COc1ccc(S(=O)(=O)Nc2c(NC3CCCCC3)c3ccccc3oc2=O)cc1OC,0.2,-1,-2.0,1,-1.1,-2,-1.2,1.1,-0.4,-0.9,-1
CCCn1c(N)c(Sc2ccc(Cl)cc2)c(=O)n(CCC)c1=O,-0.6,5,-1.2,-1,-3.2,-3,-1.2,-0.9,-2.3,-0.3,9

# Sorted by the number under PG9 binder (smallest number first): three of the compounds above
SMILES | DAX1 inh-1 | GC-A act | PG9 binder | ADAM17 inh | SMARCA2 act | ssDAF12 agonist | hcDAF12 agonist | DAX1 inh-2 | ADAM10 inh
CCC(C(=O)Nc1ccc(C(=O)O)cc1NC(=O)C(CC)c1ccccc1)c1ccccc1 (centres undefined) | 2.4 | 0 | -1.3 | -4 | -1 | -0.1 | 0.2 | -0.3 | 6
CCCn1c(N)c(Sc2ccc(Cl)cc2)c(=O)n(CCC)c1=O | -0.6 | 5 | -1.2 | -1 | -3 | -1.2 | -0.9 | -0.3 | 9
Cc1ccc(S(=O)(=O)CCC(=O)OCC(=O)NC(C)c2ccccc2)cc1 (centres undefined) | 0.4 | -3 | 2.2 | -4 | 1 | -1.4 | 1.2 | 1.9 | -5

# Going on with the list.
SMILES,DAX1 inh-1,GC-A act,PG9 binder,ADAM17 inh,FXN GAA850 act,SMARCA2 act,ssDAF12 agonist,hcDAF12 agonist,hgDAF-12 ag,DAX1 inh-2,ADAM10 inh
O=C(NCc1cccnc1)C1CC(c2ccccc2Cl)=NO1 (centres undefined),1.6,0,0.2,-1,-1.1,0,-0.9,0.3,4.9,0.5,-3
CCOc1ccc(NC(=O)CCCc2cc(-c3ccc(OCC)cc3)on2)cc1,0.7,-1,0.9,-4,-12,-4,-0.3,-0.4,-1.7,0.1,-9
CO[C@@H]1CN(C)C(=O)c2ccc(NC(=O)c3ccccc3F)cc2OC[C@@H](C)N(CC2CCOCC2)C[C@@H]1C,·,2,1.0,5,·,-4,-1.1,-0.2,-2.2,1.1,6
O=C(O)C1CCN(S(=O)(=O)c2cccc3nsnc23)CC1,0.1,7,-0.2,-5,-0.7,-1,-1.0,0.4,-2.4,-0.1,5
CCNC(=S)Nc1ccc2c(c1)c(=O)n(C)n2Cc1ccc(Cl)cc1,·,0,1.2,-461,-1.5,-4,-1.7,-2.6,0.1,-0.2,i
COCCOC(=O)c1c(C)n(C)c2ccc(OC(=O)C3CC3)cc12,-1.2,0,0.9,1,0.5,4,-1.6,-1.5,-1.6,0.1,0
COc1ccc(NC(=O)c2cc(Br)ccc2Cl)c(OC)c1,-0.4,-3,2.6,-1,2.4,-4,-2.0,-4.0,-2.9,-0.5,-3
O=C(CCN1C(=O)C2C3CCC(C3)C2C1=O)OCC(=O)c1ccc(Br)cc1 (centres undefined),-0.5,6,-1.9,0,-0.7,2,-1.2,-0.9,1.9,1.0,10
Cc1cc(Br)ccc1NCc1ccccn1,-1.2,-7,-0.8,-3,2.7,-1,-1.7,-0.2,4.0,-0.1,-4
O=C(NCc1cccnc1)C(=O)NCC1CCCO1 (centres undefined),-0.5,5,-4.0,-1,-0.1,0,-1.3,-0.9,2.6,1.1,-6
Cc1cc(C)c2c(=O)c(C#N)coc2c1,0.5,3,-1.5,-2,1.8,1,-0.4,3.2,-0.8,0.2,0
COc1ccc(NC(=O)CN(C2CCCCC2)S(C)(=O)=O)cc1OC,1.2,4,0.2,-4,-2.2,-1,-0.9,0.0,-0.6,-0.4,-2
CCC1=NN(C(=O)C(=O)Nc2ccc(Br)cc2)C(O)(C(F)(F)F)C1 (centres undefined),-1.5,0,0.5,4,1.7,3,0.3,1.5,2.7,-0.4,6
CCCc1c(OCCCOc2ccc(OCC(=O)O)cc2)ccc(C(C)=O)c1O,-1.8,1,-1.7,-6,1.1,3,-1.1,-1.4,-1.7,-0.1,-2
CCCCOc1ccc(C(C)NC(=O)CCS(=O)(=O)Cc2ccccc2Cl)cc1 (centres undefined),-0.2,1,-2.8,-4,-1.9,-1,-1.6,-0.9,-3.6,0.1,6
CC(=O)C1=C(C)N(Cc2ccccc2)C(=O)N[C@H]1c1cccc(F)c1,1.2,0,-0.8,-3,-1.4,0,-1.5,-0.6,0.0,-0.2,-4
O=C(c1ccc(Br)o1)N1CCN(CCOc2ccccc2)CC1,-0.9,-2,1.2,-1,1.0,0,-1.1,-2.9,-0.3,-0.1,-2
Cc1cc(-c2ccc(Br)cc2)n2nc(C)cc2n1,0.4,2,0.6,-6,3.0,-4,-1.0,-2.1,1.0,-0.8,-16
CCCCn1c(SCC(=O)NCc2ccco2)nc2ccc(N3CCOCC3)cc2c1=O,0.2,0,-2.2,-62,-0.3,-3,-1.3,-1.0,8.4,-0.9,-205
O=CN1CCN(C(C(=O)NC2CCCCC2)c2cc3c(cc2[N+](=O)[O-])OCO3)CC1 (centres undefined),0.4,-2,0.2,-15,2.5,-1,-1.1,-0.2,0.3,-0.1,-34
COc1cccc(C(=O)NCC2CCCN2S(=O)(=O)c2cccs2)c1 (centres undefined),-1.0,-4,-0.4,-3,-2.4,-2,-1.1,-0.4,3.5,1.6,0
